Source: PubChem BioAssay
NSD2 inh: blocks human histone methyltransferase NSD2; inhibition, % at 12.5 µM; O96028; 310,000 compounds, 0.54% hits; NSD2 peptide methylation, AlphaScreen, 120 min; in the data active = inhibition above about 50%
RTF Ca sens inh: cardiac RTF calcium desensitization; IANBD-labeled cardiac RTF, Ca2+ fluorescence; 340,000 compounds, 0.12% hits; inhibition, % at 7.15 µM; AID 493244;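 active = inhibition above the mean inhibition of all tested compounds plus 3 SD, cut at about 17% in these data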;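 note: assay run at fixed EC70 calcium of 1.6 mM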
SR-BI DiI inh: mouse SR-BI HDL lipid transfer inhibition; Q61009; ldlA[mSR-BI] CHO cells, DiI-HDL uptake fluorescence, 3 h; inhibition, % at 12.5 µM; 320,000 compounds, 0.96% hits; AID 488896;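 active = mean replicate inhibition of at least 70% and a set share of replicates each scoring 70 or more; inconclusive = meets just one of the two criteria; inactive = fails both criteria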;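 note: 0% = median of neutral control wells and 100% = median of positive control wells; values of inactives mirror those of a sister screen read the other way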
PvdQ acylase: blocks Pseudomonas aeruginosa PvdQ acylase activity; purified PvdQ acylase, fluorescence plate reader; inhibition, % at 10 µM; 340,000 compounds, 0.063% hits; in the data active = inhibition above about 30%, passing the limit was not always enough; inconclusive = no clear call, values can overlap the other calls;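 note: 0% = vehicle neutral wells and 100% = reference inhibitor wells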
SR-BI uptake up: enhances SR-BI lipid uptake from DiI-HDL; CHO ldlA[mSR-BI] cells, DiI-HDL uptake fluorescence, 3 h; 100 = double the neutral-control signal; activation, % at 12.5 µM; 320,000 compounds, 0.096% hits;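 active = mean replicate activation of at least 60% and every replicate at or above 60%; inconclusive = mean or all-replicate condition met, but not both; inactive = mean below 60% and not all replicates reaching 60%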;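 note: 0% = median plate neutral-control signal and 100% = twice that signal; values of inactives mirror those of a sister screen read the other way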
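System: LDL receptor-deficient CHO ldlA cells overexpressing murine SR-BI | Timing: 3 h uptake period with compound, 37 °C | Medium: HEPES-buffered (25 mM, pH 7.4) F12 plus 0.5% BSA | Dosing: Single-point compound dose | Signal: Bottom-read fluorescence, 550/595 nm | Read-out: Retained DiI signal reflecting DiI-HDL uptake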
Keap1-Nrf2 PPI: Keap1-Nrf2 (human) interaction inhibition; Q14145; Keap1 Kelch-Nrf2 peptide fluorescence polarization, 1536-well; inhibition, % at 9.4 µM; 340,000 compounds, 0.15% hits; AID 504523; in the data active = inhibition above about 12%; inconclusive = no clear call, values can overlap the other calls; inactive = below about 7.3%;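 note: human Keap1 Kelch domain with fluorescein labeled Nrf2 9mer peptide probe; 0% = neutral control wells and 100% = peptide positive control; higher means more block of Keap1 binding to Nrf2 peptide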
Arr AP2 block: human beta-arrestin and AP2 interaction inhibition; FITC-arrestin peptide / GST-AP2 beads, flow cytometry; AP2 beta2 appendage carries R879A mutation; inhibition, % at 10 µM; 340,000 compounds, 0.31% hits;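 active = inhibition above a set limit, near 3 SD of compounds lacking own fluorescence, cut at about 54% in these data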;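 note: plate controls were DMSO wells for no effect and 5 µM unlabelled arrestin peptide for full effect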
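System: GST-AP2 R879A glutathione beads | Also added: FITC-arrestin peptide, 50 nM | Times: 12 min plus 1 h, RT | Signal: Bead flow cytometry, FITC channel | Buffer or medium: PBS with 0.05% Tween 20 and 0.1% BSA | Read-out basis: Percent drop in bead-associated FITC signal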
PKA-R2B act: PKA-R2B complex activation; P22694+P31323; PKA-R2B holoenzyme dissociation, Cy5-IP20 fluorescence polarization; R2B truncated from residue 108, S112A mutant; 0% DMSO only, 100% 113 µM cGMP; activation, % at 11.4 µM; 340,000 compounds, 0.079% hits; AID 504700;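 active = activation above a cutoff set at the mean over all compounds plus 3 SD, cut at about 18% in these data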;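 note: higher means more holoenzyme dissociation and a rise in polarization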
Target sequence (P31323 whole entry, looked up, other chains not shown, the tested form may be a part): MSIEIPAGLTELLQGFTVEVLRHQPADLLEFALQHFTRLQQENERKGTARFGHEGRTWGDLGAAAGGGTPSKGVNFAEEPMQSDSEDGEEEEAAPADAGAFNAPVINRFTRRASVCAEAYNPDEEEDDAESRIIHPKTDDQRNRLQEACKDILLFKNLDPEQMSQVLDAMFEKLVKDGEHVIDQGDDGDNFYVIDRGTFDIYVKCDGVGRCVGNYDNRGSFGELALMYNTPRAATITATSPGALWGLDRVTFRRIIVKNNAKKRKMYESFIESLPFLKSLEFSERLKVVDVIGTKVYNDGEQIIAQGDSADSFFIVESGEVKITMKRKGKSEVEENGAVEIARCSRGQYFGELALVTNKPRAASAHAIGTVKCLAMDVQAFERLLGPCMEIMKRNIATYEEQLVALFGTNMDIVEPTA
DAGLB inh: blocks human DAGLB lipase activity | HEK293T DAGLB membrane lysate, EnzChek fluorogenic substrate | Q8NCG7 | inhibition, % at 5.17 µM | 340,000 compounds, 0.059% hits | AID 504411; in the data active = inhibition above about 34%;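 note: 0% = enzyme with vehicle and 100% = wells lacking enzyme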
Target sequence (Q8NCG7 whole entry, looked up): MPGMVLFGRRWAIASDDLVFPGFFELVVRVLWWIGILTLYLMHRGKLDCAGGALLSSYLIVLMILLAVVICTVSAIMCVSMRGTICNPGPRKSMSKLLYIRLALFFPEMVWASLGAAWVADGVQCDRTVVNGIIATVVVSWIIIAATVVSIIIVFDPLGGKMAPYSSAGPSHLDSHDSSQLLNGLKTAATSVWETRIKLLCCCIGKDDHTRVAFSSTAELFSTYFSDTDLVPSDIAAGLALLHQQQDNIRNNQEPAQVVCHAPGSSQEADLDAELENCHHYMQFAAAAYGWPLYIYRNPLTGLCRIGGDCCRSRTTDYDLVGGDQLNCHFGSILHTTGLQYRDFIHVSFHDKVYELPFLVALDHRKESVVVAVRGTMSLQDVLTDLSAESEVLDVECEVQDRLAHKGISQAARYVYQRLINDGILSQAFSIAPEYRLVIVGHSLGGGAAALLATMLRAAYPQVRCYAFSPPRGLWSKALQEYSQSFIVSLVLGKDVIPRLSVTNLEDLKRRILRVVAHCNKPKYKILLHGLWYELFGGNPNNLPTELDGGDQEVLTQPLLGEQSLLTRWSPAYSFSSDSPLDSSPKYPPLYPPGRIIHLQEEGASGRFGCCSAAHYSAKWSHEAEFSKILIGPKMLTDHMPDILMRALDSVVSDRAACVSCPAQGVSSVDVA
C-LANA FP: inhibitors of KSHV LANA C-terminal domain DNA binding; inhibition, % at 9 µM; MBP-C-LANA/FAM-LBS DNA binding, fluorescence polarization; 340,000 compounds, 0.078% hits; AID 504423;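 active = highest replicate inhibition at or above 60% at 9 µM, even if other replicates fall short; inactive = all replicates below 60% inhibition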;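 note: 0% = neutral control wells and 100% = 4 µM acridine orange control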
Starred values were filed as active, the others as inactive; ? = inconclusive; . = no result given.

Order of results – NSD2 inh, RTF Ca sens inh, SR-BI DiI inh, PvdQ acylase, SR-BI uptake up, Keap1-Nrf2 PPI, Arr AP2 block, PKA-R2B act, DAGLB inh, C-LANA FP
Cc1ccc(-c2nn(-c3cc(Cl)ccc3[N+](=O)[O-])c(=O)c3ccccc23)cc1
 : 4, -7, 29, -21, -29, -6, -1, -3, -11, 0.5
C/C(=N\NC(=O)CCCNc1cccc(C)c1)c1ccncc1
 : -1, -3, -1, -8, 1, 4, -13, 13, 0, 0.1
COc1cc(C2C(C#N)=C(N)Oc3cc(N(C)C)ccc32)cc2c1OCO2 (stereo not drawn)
 : 1, -27, 21, 17, -21, -2, 28, -1, -14, 1.5
COc1ccc(OC)c(N(CC(=O)N2CCCC2)S(=O)(=O)c2ccccc2)c1
 : 1, 4, 6, 14, -6, 1, 8, 12, -3, -0.6
COc1ccccc1NC(=O)/C(C#N)=C/c1cc([N+](=O)[O-])ccc1N1CCCC1
 : -4, -3, 66, 10, -66, 0, 2, 12, 2, 4.8
Cc1ccc(Nc2cc(-n3cccn3)ncn2)c(C)c1
 : -1, -11, -2, -12, 2, -4, 4, -1, -1, -0.7
Cc1ccc(S(=O)(=O)NC(=O)Nc2cc(C)no2)cc1
 : -4, -7, ., -14, ., ., -4, -3, 1, .
Nc1cccc(Nc2ccccc2)c1
 : 5, 5, -34, -6, 34, -3, -38, -3, -3, 3.5
CCOc1ccccc1C(=O)Nc1ccccc1-c1ccccc1
 : -5, -6, 22, 4, -22, 2, 2, -2, -10, -0.4
COc1cc(OC)c(OC)cc1CN1CCc2ccccc2C1
 : ., 5, -7, 6, 7, -1, 0, -2, -3, -0.6
COCc1cc(C)nc2sc3c(=O)oc(C)nc3c12
 : ., -1, -4, -10, 4, -7, -8, 4, 1, -0.1
Cc1ccc(CSc2nc3ccccc3c(=O)n2CCCC(=O)NCc2ccco2)cc1
 : -1, -3, 8, 8, -8, 0, 21, -4, -2, 0.6
Cc1nnc(SCC(N)=O)n1CC1CCCO1 (stereo not drawn)
 : 2, -13, -7, -7, 7, 4, 0, 1, 1, 1.2
COc1cc(CNc2ccccc2SC)ccc1O
 : -2, -3, 17, -2, -17, -1, 33, -1, -2, 0.3
C#CCN(C(=O)CC1C(=O)NCCN1C/C=C/c1ccccc1)C1CCCCC1 (stereo not drawn)
 : -1, -4, -13, -13, 13, -2, -1, 5, 0, -0.7
CCn1nnnc1NCc1ccc(Cl)cc1
 : -1, -6, -17, -10, 17, 4, 19, -13, 1, -1.9
COC(=O)c1ccc(C)c(NC(=O)CCSc2ccc(Cl)cc2)c1
 : -2, -9, 8, 6, -8, 1, 11, -8, -1, -2.1
N/C(=N\OC(=O)CCC1CCCC1)c1ccc(Cl)cc1
 : -3, 9, -16, 9, 16, -4, 26, 9, -1, 0.9
CC1CCN(c2ncnc3nc[nH]c23)CC1
 : ., -7, -27, 5, 27, -6, 5, -11, 2, -1.8
CCOc1ccc(NC(=O)CN2CCN(C(=O)C3CCCO3)CC2)cc1 (stereo not drawn)
 : 19, -7, -16, 2, 16, 5, 14, -6, 0, -1.7
CC(NC(=O)COC(=O)c1cc(Cl)nc(Cl)c1)c1ccccc1 (stereo not drawn)
 : -4, -2, -12, -18, 12, -4, 6, -7, 1, 1.0
O=C(c1cccs1)N1CCOCC1
 : 4, -1, -22, -3, 22, -3, 3, 10, 1, -1.8
COc1ccc(CCC(=O)Nc2ccc(OC)c(S(=O)(=O)N3CCCCC3)c2)cc1
 : 0, 3, 29, 6, -29, 0, 36, -14, 0, 0.2
O=C(CN1C(=O)NC2(CCCCC2)C1=O)Nc1ccc(F)cc1
 : -1, -4, 13, -3, -13, 4, 1, 12, -2, -0.5
CN1CC[C@@H]2C(=O)N3CCc4ccc(-c5ccc6c(c5)OCO6)cc4[C@@H]3C[C@@H]21
 : ., -10, ., -11, ., -8, 9, -9, -2, 1.0
Cc1cc(Cl)ccc1OCC(=O)NCc1ccncc1
 : ., 2, -37, -9, 37, -3, -6, -13, 3, -0.7
Cn1nc(C(=O)OCC(=O)Nc2ccc(SC(F)F)cc2)c2ccccc2c1=O
 : 0, -1, -8, -8, 8, -2, 5, -11, -2, -0.4
O=C(NCc1ccco1)c1cccc2ccccc12
 : 2, -5, -12, 2, 12, 0, -4, -4, 0, -1.2
Clc1cccc2sc(N3CCN(c4ccccc4)CC3)nc12
 : 1, -1, 7, -8, -7, -5, -13, -4, -9, 1.5
CNC(=O)CN(c1cc(OCCOC)c(Cl)cc1Cl)S(=O)(=O)c1ccccc1
 : 0, -8, 2, -4, -2, -5, 9, 1, 2, 0.3
Nc1cc(=O)[nH]c(=O)n1-c1ccc(Cl)cc1
 : 0, -6, -39, -1, 39, 3, 5, -4, -1, 1.4
Cc1nc([N+](=O)[O-])c(Sc2nc3ccccc3n2C)n1Cc1ccccc1
 : 18, -8, 4, -4, -4, -3, 9, -6, 6, 2.3
CCc1ccc(OC(=O)c2cncc(Br)c2)cc1
 : -3, -10, -6, -24, 6, -3, 3, -2, -11, 1.0
O=C(O)CSCC(=O)Nc1ccc(C(F)(F)F)cc1
 : -3, 0, -16, -6, 16, 3, -11, 3, 0, 0.7
COc1cc(OC)cc(-c2c(-c3cccs3)c3cc(-c4ccc(SC)cc4)ccc3n2C)c1
 : ., 1, 20, -2, -20, -6, 3, -7, 3, 3.7
CCOC(=O)N1CCC(NC(=O)c2cc(C(=O)NC3CCCC3)ccc2CO)CC1
 : ., -10, -4, -5, 4, -3, -1, -5, 1, 0.2
CCOC(=O)C1(C)NC(c2ccc(OC)cc2OC)C2C(=O)N(c3cccc(OC)c3)C(=O)C21 (stereo not drawn)
 : 9, -10, 4, -8, -4, -6, 3, 8, 2, -0.2
O=C(Cn1ncc(N2CCCC2)c(Cl)c1=O)c1ccc(Cl)cc1
 : -3, -4, 13, 8, -13, -2, 13, 10, -2, .
COC(=O)c1ccc(CNC(=O)c2cc(COc3cncc(Cl)c3)on2)cc1
 : -2, 5, 24, -8, -24, -6, -3, 4, -2, -0.9
CSc1ccccc1C(=O)N1CCC(n2nccc2NC(=O)C(C)(C)C)CC1
 : -1, -8, 8, -13, -8, -3, 6, -2, 2, -1.0
O=C(NC(=S)Nc1cccc([N+](=O)[O-])c1)c1ccccc1
 : 0, ., -5, -16, 5, -1, 6, ., ., -0.2
COC(=O)c1cc(S(=O)(=O)N2CCN(C(=O)c3ccco3)CC2)cn1C
 : 1, 2, -27, -15, 27, -7, 7, 1, -1, -1.0
COC(=O)C1C2C=CC(C3CC23)C1C(=O)OCC(=O)c1ccc(OC)cc1 (stereo not drawn)
 : -2, 2, -21, 4, 21, 1, 30, -4, -3, -1.2
O=Cc1c[nH]c2ccc(S(=O)(=O)N3CCOCC3)cc12
 : -3, -13, -4, -2, 4, -3, 2, -3, 0, 1.9
O=C(Nc1ccccc1N1CCCC1)C1CCCO1 (stereo not drawn)
 : 4, -1, -10, 6, 10, -3, 6, -9, 0, 1.5
COc1cc(C(=O)Nc2ccc3c(c2)nc(C)n3C)cc(OC)c1OC
 : 0, -5, 10, -10, -10, -5, 22, -1, 1, -1.0
CC(=O)c1ccc(N2C(=O)CC(N3CCN(S(=O)(=O)c4ccc(C)c(C)c4)CC3)C2=O)cc1 (stereo not drawn)
 : -1, -3, -16, -4, 16, -2, 0, 2, -1, -1.8
CCCCCCc1nnc(NC(=O)OCC)s1
 : -1, -5, -21, -3, 21, 0, 8, -6, -3, 2.2
CCOC(=O)C1=C(C)Nc2[nH]c(=O)[nH]c(=O)c2C1c1cccs1 (stereo not drawn)
 : ., 0, -4, -14, 4, -3, 2, -5, 3, 0.0
O=C1NC(=O)C(c2cccs2)(c2cccs2)N1
 : 27, 3, -19, -6, 19, 0, -5, -1, 2, -1.1
COC(=O)c1ccccc1OCC(=O)N1CCN(c2ccc(F)cc2)CC1
 : -1, 1, -17, 12, 17, -2, 12, -7, -2, -0.5
CC(C)(C)OC(=O)N1CCC(C(=O)Nc2cccc(C(=O)NC3CC3)c2)CC1
 : ., -8, 8, -2, -8, -1, 18, 8, 1, -3.8
CCCC(=O)c1ccc(N2CCN(C(=O)c3ccccc3Br)CC2)c(F)c1
 : 0, -6, 32, -15, -32, 0, -8, -8, -7, -1.9
CC(C(=O)Nc1cc([N+](=O)[O-])ccc1Cl)N1CCN(c2ccc(O)cc2)CC1 (stereo not drawn)
 : 7, -1, -10, 8, 10, 2, 24, 5, 4, -0.2
CC(=O)c1ccc(NC(=S)N2CCCC(CO)C2)cc1 (stereo not drawn)
 : -3, -9, -13, ?, 13, -1, 21, 5, 0, -0.5
O=C(NCCc1cnccn1)C1CCC(=O)N(Cc2ccc(Cl)cc2)C1 (stereo not drawn)
 : 0, -15, -26, -11, 26, -7, 2, 0, 2, 0.3
CCOC(=O)COn1c(=O)c(=O)n(O)c2ccccc21
 : 0, -1, -10, 3, 10, -1, -4, -1, 1, 1.3
CCC(=O)N(C1=C(NC)C(=O)c2ccccc2C1=O)C(C)C
 : ., -7, -2, -13, 2, -3, -1, -2, 2, -0.6
Cc1ccc(-c2nc(CNC(=O)c3ccco3)cs2)cc1
 : 5, -4, 15, -13, -15, -3, 6, -2, 0, -0.7
O=C(COc1ccc(Cl)cc1)NCCc1ccccn1
 : -7, 0, -21, -15, 21, 1, -4, 4, -3, -0.8

Remaining list, next part
Order of results – NSD2 inh, RTF Ca sens inh, SR-BI DiI inh, PvdQ acylase, SR-BI uptake up, Keap1-Nrf2 PPI, Arr AP2 block, PKA-R2B act, DAGLB inh, C-LANA FP
CCCOP(=O)(c1ccc(N(C)C)cc1)C(Nc1ccccc1)c1ccc(C)cc1 (stereo not drawn)
 : 1, 0, ., -9, ., -4, 1, -21, 0, -1.9
CC(=O)c1c(C)[nH]c(C2=NNC(=NC(C)(C)C)SC2)c1C
 : -2, -1, 10, -16, -10, -2, 8, -7, 0, -4.3
Cc1ccc(CNC(=O)CCc2c(C)[nH]c(=O)c(C#N)c2C)cc1
 : -3, -9, 14, -11, -14, -4, -4, 4, 0, 1.6
CCN(CC(=O)NCc1ccco1)S(=O)(=O)c1ccc(OC)cc1
 : -2, -6, -18, -9, 18, -3, -2, -3, -2, 0.1
O=C(N/N=C1\CC2CC=CC12)c1ccc(Br)cc1 (stereo not drawn)
 : -1, 3, -15, -1, 15, -6, 15, -2, -3, 1.1
Cc1sc(NC(=O)C2=COCCO2)nc1-c1ccc(Br)cc1
 : 0, 3, 55, -1, -55, 2, -9, -9, -7, 1.6
COc1cc(OC)c(C(=O)Nc2ccc(N(C)C)cc2)cc1OC
 : -2, -7, 40, -1, -40, -1, 15, -12, 4, -2.4
CC(C)Cc1ccc(CN2CCCC(NC(=O)CCN3CCCCC3=O)C2)cc1 (stereo not drawn)
 : 0, -8, -11, -2, 11, -5, 20, 7, -1, 3.2
